p97 inhibitor – inhibitors of human p97 ATPase, primary screen, biochemical | AID 1481, 2009 | hit rate 0.42% among 220,000 | recombinant p97 ATPase, Kinase-Glo ATP luminescence, 3 h | Transitional endoplasmic reticulum ATPase (Homo sapiens), P55072 | inhibition, % at 8 µM; in the data active = inhibition above about 15%;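 note: 0% = DMSO vehicle and 100% = wells lacking enzyme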
Furin inh – human furin inhibitors, primary screen, biochemical, fluorescence intensity; inhibition, % at 30 µM; P09958; AID 463115, 2010; hit rate 0.061% among 220,000; purified furin, fluorogenic substrate cleavage; in the data active = inhibition above about 25%; note: inactives centre near -15
RBBP9 inh – human RBBP9 inhibitors, primary screen, biochemical, fluorescence polarization, FP-Rh probe, HTS; Serine hydrolase RBBP9 (Homo sapiens), O75884; recombinant RBBP9; inhibition, % at 7.94 µM; hit rate 0.2% among 220,000;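 active = inhibition above the campaign mean of all tested compounds plus 3 SD, cut at about 14% in these data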;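 note: plate controls were DMSO wells with RBBP9 for no effect and wells lacking RBBP9 protein for full effect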
Target sequence (O75884 whole entry, looked up): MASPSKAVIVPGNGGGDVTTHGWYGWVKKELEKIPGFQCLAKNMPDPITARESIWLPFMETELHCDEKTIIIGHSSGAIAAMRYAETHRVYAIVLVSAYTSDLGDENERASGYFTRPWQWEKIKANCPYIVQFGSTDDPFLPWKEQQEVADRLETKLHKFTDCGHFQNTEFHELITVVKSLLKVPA
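Measured by: FP readout at 525/598 nm; material: recombinant human RBBP9; also added: Serine-hydrolase probe FP-Rh, 375 nM pre-mixing; medium: Tris buffer pH 8.0, NaCl, Pluronic; replication: one well per compound; doses: one concentration, 7.94 µM nominal, 0.794% DMSO; timing: preincubation 30 min plus labeling 45 min at 25 °C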
Runt-SMMHC FRET – inhibitors of RUNX1 Runt–CBFb-SMMHC binding, primary screen, biochemical, FRET, Cerulean-Runt, Venus-CBFb-SMMHC, uHTS; Runt-related transcription factor 1 (Homo sapiens) + Core-binding factor subunit beta …; Cerulean-Runt/Venus-CBFb-SMMHC FRET ratio 530/480, 1 h; inhibition, % at 20 µM; hit rate 0.74% among 220,000; AID 1434, 2008;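 active = mean inhibition across duplicate retests at 20 µM reaching about 50%, limit read from the data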;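 note: 0% = DMSO wells and 100% = wells with excess untagged CBFb-SMMHC; inhibitors lower the FRET ratio by blocking Runt binding to CBFb-SMMHC; some results filed as inactive read as strong as hits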
m-calpain inh – inhibitors of pig calpain II, primary screen, biochemical, fluorogenic peptide substrate, 1536-well; inhibition, % at 16 µM; hit rate 0.37% among 220,000; purified calpain II, 30 min;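 active = inhibition above about 50%, limit read from the data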
p47phox inh – p47phox/p22phox peptide binding inhibitors, primary screen, biochemical, uHTS, NADPH oxidase regulatory subunit. Neutrophil cytosol factor 1 (Homo sapiens), P14598. fluorescence polarization, 2 h. inhibition, % at 24.7 µM. hit rate 0.53% among 220,000. AID 1274, 2008;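 active = inhibition above about 30%, limit read from the data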;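 note: 0% = p47phox with labelled peptide and 100% = labelled peptide alone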
Target sequence (P14598 whole entry, looked up): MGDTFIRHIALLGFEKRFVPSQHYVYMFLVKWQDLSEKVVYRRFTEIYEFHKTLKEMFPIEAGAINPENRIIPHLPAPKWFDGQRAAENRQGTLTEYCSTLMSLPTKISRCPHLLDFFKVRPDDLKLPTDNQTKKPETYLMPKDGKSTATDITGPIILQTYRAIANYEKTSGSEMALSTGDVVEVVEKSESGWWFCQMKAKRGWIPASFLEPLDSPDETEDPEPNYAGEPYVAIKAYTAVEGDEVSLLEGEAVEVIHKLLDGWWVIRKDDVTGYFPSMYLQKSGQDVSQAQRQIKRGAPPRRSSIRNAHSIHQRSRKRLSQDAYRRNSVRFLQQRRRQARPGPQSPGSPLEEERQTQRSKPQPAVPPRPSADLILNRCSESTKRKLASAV
Runt-CBFb FRET – inhibitors of RUNX1 Runt–CBFb binding, primary screen, biochemical, FRET, Cerulean-Runt, Venus-CBFb, uHTS. hit rate 0.46% among 220,000. Cerulean-Runt/Venus-CBFb FRET ratio 530/480, 1 h. Runt-related transcription factor 1 (Homo sapiens) + Core-binding factor subunit beta …. inhibition, % at 20 µM. AID 1496, 2009;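 active = inhibition over about 50% at 20 µM in the single-dose screen, limit read from the data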;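 note: 0% = DMSO wells and 100% = excess unlabeled CBFb competitor control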
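Measured by: fluorescence energy transfer, 422 nm excitation, 530/480 nm emission; Assay system: Cerulean-Runt domain; Medium: Tris pH 7.5 buffer with BSA; Measure: loss of energy transfer signal; Controls: 5 µM unlabeled CBFb as full-inhibition high control; Incubation: protein complex preformed 1 h, compound exposure 1 h, room temperature, dark.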
EBV gp42 inh – Epstein-Barr virus gp42 inhibitors, primary screen, biochemical, uHTS, fluorescence polarization. inhibition, % (tested at 21.74 µM). Glycoprotein 42 (Epstein-Barr virus (strain AG876)), Q1HVG2. hit rate 0.42% among 220,000. AID 1085, 2008. Fluorescence polarization binding assay, mP read-out; in the data active = inhibition above about 50%
Target sequence (Q1HVG2 whole entry, looked up): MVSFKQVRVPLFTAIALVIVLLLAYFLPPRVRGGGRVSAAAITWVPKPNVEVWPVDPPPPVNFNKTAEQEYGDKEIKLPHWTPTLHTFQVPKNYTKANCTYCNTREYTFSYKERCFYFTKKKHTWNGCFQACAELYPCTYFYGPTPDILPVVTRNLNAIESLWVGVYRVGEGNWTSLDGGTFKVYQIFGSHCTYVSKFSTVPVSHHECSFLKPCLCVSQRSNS
Tb hexokinase – Trypanosoma brucei hexokinase 1 inhibitors, primary screen, biochemical, G6PDH-coupled NADH absorbance, MLSCN library; hexokinase 1 [Trypanosoma brucei]; recombinant TbHK1, G6PDH-coupled NADH A340; inhibition, % at 10 µM; hit rate 0.11% among 220,000;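 active = inhibition of 50% or more in the single-dose primary screen; inactive = inhibition below 50%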
The depositor's hits bear a star; [ ] = dose if it differs, or a comment. Random draw from the library; overall some 2.7% were active at least once.

`CC(=O)Cn1ncc(N2CCOCC2)cc1=O` gave p97 inhibitor 4, Furin inh -22, RBBP9 inh -6, Runt-SMMHC FRET -7, m-calpain inh 9, p47phox inh -10, Runt-CBFb FRET 2, EBV gp42 inh -13 and Tb hexokinase -5.
Cc1ccccc1NC(=O)c1ccccc1NS(=O)(=O)c1cccc2cccnc12 was read as p97 inhibitor 3, Furin inh -27, RBBP9 inh 1, Runt-SMMHC FRET -4, m-calpain inh -5, p47phox inh -2, Runt-CBFb FRET -1, EBV gp42 inh -2 and Tb hexokinase -1.
For COc1cc(-c2nc3c(c(C)nn3-c3ccccc3)c3cc(OC)c(OC)cc23)ccc1O the results were p97 inhibitor 5, Furin inh -22, RBBP9 inh -1, Runt-SMMHC FRET -6, m-calpain inh -269, p47phox inh -21, Runt-CBFb FRET -1, EBV gp42 inh -12 and Tb hexokinase -20.
Screening COc1cc(NS(=O)(=O)c2ccc(NC(=O)/C=C/c3cccc([N+](=O)[O-])c3)cc2)ncn1 returned p97 inhibitor -3, Furin inh -8, RBBP9 inh -1, Runt-SMMHC FRET -4, m-calpain inh -9, p47phox inh -9, Runt-CBFb FRET 0, EBV gp42 inh -10 and Tb hexokinase 1.
For CCCNc1nc(C)c(C(C)=O)cc1C#N the results were p97 inhibitor 1, Furin inh 9[20 µM], RBBP9 inh 6, Runt-SMMHC FRET 0, m-calpain inh -95, p47phox inh -2, Runt-CBFb FRET -1, EBV gp42 inh -25 and Tb hexokinase -25.
`COc1ccc(C2=NN(C(=O)CSc3ncccn3)C(c3ccc(C)cc3)C2)cc1` (centres undefined) gave p97 inhibitor -3, Furin inh -10, RBBP9 inh -6, Runt-SMMHC FRET -3, m-calpain inh -9, p47phox inh -12, Runt-CBFb FRET -2, EBV gp42 inh -14 and Tb hexokinase -2.
Cn1nnnc1SCC(=O)Nc1ccccc1C(=O)NC1CC1 was read as p97 inhibitor 1, Furin inh -16[20 µM], RBBP9 inh 10, Runt-SMMHC FRET 4, m-calpain inh -25, p47phox inh -7, Runt-CBFb FRET -1, EBV gp42 inh -13 and Tb hexokinase 3.
`COc1ccc(/C=C/C(=O)Nc2cccnc2)cc1OC` gave p97 inhibitor 0, Furin inh -9, RBBP9 inh -8, Runt-SMMHC FRET 0, m-calpain inh -73, p47phox inh 5, Runt-CBFb FRET 1, EBV gp42 inh -13 and Tb hexokinase -25.
For S=C(NCCC1=CCCCC1)Nc1ccc(Cl)cc1 the results were p97 inhibitor 0, Furin inh -23, RBBP9 inh 5, Runt-SMMHC FRET 72, m-calpain inh -4, p47phox inh -5, Runt-CBFb FRET -2, EBV gp42 inh -8 and Tb hexokinase -3.
For Cc1ccnc(NC(=O)COc2ccccc2[N+](=O)[O-])c1 the results were p97 inhibitor -2, Furin inh -29, RBBP9 inh 5, Runt-SMMHC FRET -1, m-calpain inh -4, p47phox inh -5, Runt-CBFb FRET -1, EBV gp42 inh -8 and Tb hexokinase -8.
`O=C(Nc1ccc(CN2CCOCC2)cc1)c1cccc(-c2cc3ccccc3oc2=O)c1` gave p97 inhibitor 1, Furin inh -19, RBBP9 inh -12, Runt-SMMHC FRET -5, m-calpain inh -22, p47phox inh -13, Runt-CBFb FRET -1, EBV gp42 inh 9 and Tb hexokinase -22.
Screening CCNC(=S)N1CCC(n2cnc3ccccc32)CC1 returned p97 inhibitor 4, Furin inh -9, RBBP9 inh -5, Runt-SMMHC FRET 2, m-calpain inh -24, p47phox inh -1, Runt-CBFb FRET 1, EBV gp42 inh 0 and Tb hexokinase 2.
Screening COc1ccccc1N1CCN(/N=C/c2cccc(O)c2)CC1 returned p97 inhibitor 2, Furin inh -13, RBBP9 inh -4, m-calpain inh -6, p47phox inh 4, EBV gp42 inh -3 and Tb hexokinase -4.
N#CC1(NC(=O)CN2CCc3ccccc3C2)CCCC1 was read as p97 inhibitor -1, Furin inh -22, RBBP9 inh 0, Runt-SMMHC FRET 2, m-calpain inh 13, p47phox inh -2, Runt-CBFb FRET 2, EBV gp42 inh -7 and Tb hexokinase -10.
Fc1ccc(COc2ccc3ccccc3c2CNc2nn[nH]n2)cc1 was read as p97 inhibitor 9, Furin inh -10, RBBP9 inh 3, Runt-SMMHC FRET -1, m-calpain inh -11, p47phox inh 4, Runt-CBFb FRET 2, EBV gp42 inh -3 and Tb hexokinase -5.
CC(C)COc1ccc(/C=C2/Sc3ccccc3C2=O)cc1 was read as p97 inhibitor 0, Furin inh -6[20 µM], RBBP9 inh -6, Runt-SMMHC FRET -34, m-calpain inh -33, p47phox inh -45, Runt-CBFb FRET -12, EBV gp42 inh 10 and Tb hexokinase 2.
`COc1ccc(CCn2c(=S)[nH]c3cc(C(=O)NCc4ccco4)ccc3c2=O)cc1OC` gave p97 inhibitor -1, Furin inh -2, RBBP9 inh -1, Runt-SMMHC FRET -3, m-calpain inh -106, p47phox inh 20, Runt-CBFb FRET 1, EBV gp42 inh -102 and Tb hexokinase -9.
`CCc1nnc(NC(=O)c2cc3ccccc3oc2=O)s1` gave p97 inhibitor 2, Furin inh -7[20 µM], RBBP9 inh -4, Runt-SMMHC FRET 6, m-calpain inh -2, p47phox inh 0, Runt-CBFb FRET 0, EBV gp42 inh 4 and Tb hexokinase -16.
For COc1ccc(C(C(=O)NC2CCCC2)N(C(=O)c2snc(-c3ccc(F)cc3)c2N)c2cccc(F)c2)cc1 (centres undefined) the results were p97 inhibitor 6, Furin inh 8, RBBP9 inh 2, Runt-SMMHC FRET 3, m-calpain inh 17, p47phox inh -4, Runt-CBFb FRET 0, EBV gp42 inh -8 and Tb hexokinase -16.
COc1ccc(C(CCN(Cc2ccc(OC)c(OC)c2)C(C)=O)c2ccccc2)cc1 (centres undefined) was read as p97 inhibitor -4, Furin inh -15, RBBP9 inh 0, Runt-SMMHC FRET -6, m-calpain inh 8, p47phox inh -7, Runt-CBFb FRET -7, EBV gp42 inh -19 and Tb hexokinase -3.

Next part, starting with the last 2 of the part before.
For COc1ccc(C(C(=O)NC2CCCC2)N(C(=O)c2snc(-c3ccc(F)cc3)c2N)c2cccc(F)c2)cc1 (centres undefined) the results were p97 inhibitor 6, Furin inh 8, RBBP9 inh 2, Runt-SMMHC FRET 3, m-calpain inh 17, p47phox inh -4, Runt-CBFb FRET 0, EBV gp42 inh -8 and Tb hexokinase -16.
COc1ccc(C(CCN(Cc2ccc(OC)c(OC)c2)C(C)=O)c2ccccc2)cc1 (centres undefined) was read as p97 inhibitor -4, Furin inh -15, RBBP9 inh 0, Runt-SMMHC FRET -6, m-calpain inh 8, p47phox inh -7, Runt-CBFb FRET -7, EBV gp42 inh -19 and Tb hexokinase -3.
Screening CCO[C@H]1OC(C(=O)N2CCN(Cc3ccccc3)CC2)=C[C@@H](c2ccc(C(F)(F)F)cc2)[C@@H]1CCCO returned p97 inhibitor -2, Furin inh -21, RBBP9 inh -1, Runt-SMMHC FRET -8, m-calpain inh 1, Runt-CBFb FRET 1, EBV gp42 inh -10 and Tb hexokinase -2.
For O=C1CC(C(=O)Nc2ccc(Cl)cc2)S/C(=N\N=C\c2ccco2)N1 (centres undefined) the results were p97 inhibitor 2, Furin inh -21, RBBP9 inh -2, Runt-SMMHC FRET -1, m-calpain inh -11, p47phox inh -7, Runt-CBFb FRET 1, EBV gp42 inh -5 and Tb hexokinase -36.
Screening COc1cccc(NC(=S)NNC(=O)c2ccccc2OC(F)F)c1 returned p97 inhibitor 1, Furin inh -7[20 µM], RBBP9 inh -9, Runt-SMMHC FRET -4, m-calpain inh -10, p47phox inh -13, Runt-CBFb FRET 4, EBV gp42 inh -17 and Tb hexokinase 1.
N#Cc1nc(COc2cccc(Cl)c2)oc1NCc1ccncc1 was read as p97 inhibitor 2, Furin inh -3[20 µM], RBBP9 inh -4, Runt-SMMHC FRET -7, m-calpain inh 1, p47phox inh 1, Runt-CBFb FRET 0, EBV gp42 inh -3 and Tb hexokinase 3.
COc1cccc(CNc2cc(CSc3ccc(Cl)cc3)nc(C)n2)c1 was read as p97 inhibitor -5, Furin inh -5[20 µM], RBBP9 inh -7, Runt-SMMHC FRET 3, m-calpain inh 31, p47phox inh -7, Runt-CBFb FRET 1, EBV gp42 inh 6 and Tb hexokinase -2.
CCN(CC)C(=O)c1[nH]cnc1C(=O)N[C@@H](Cc1ccccc1)C(=O)OCc1ccccc1 was read as p97 inhibitor 0, Furin inh -10, RBBP9 inh -4, Runt-SMMHC FRET -35, m-calpain inh 31, Runt-CBFb FRET 0, EBV gp42 inh -9 and Tb hexokinase -5.
Screening Cc1ccc(C(=O)c2coc3c2C(=O)C(=O)c2ccccc2-3)cc1 returned p97 inhibitor 2, Furin inh -24[20 µM], RBBP9 inh 0, Runt-SMMHC FRET -2, m-calpain inh 37, p47phox inh -1, Runt-CBFb FRET 5, EBV gp42 inh -8 and Tb hexokinase 5.
Screening O=C1NCC(O)=C1C=Nc1ccccc1O returned p97 inhibitor 4, Furin inh -10, RBBP9 inh -3, Runt-SMMHC FRET 0, m-calpain inh 0, p47phox inh -12, Runt-CBFb FRET 2, EBV gp42 inh -15 and Tb hexokinase 18.
For CCCCC(CC)CNC(=O)Cn1c(=O)[nH]c2ccsc2c1=O (centres undefined) the results were p97 inhibitor -1, Furin inh -15, RBBP9 inh -7, Runt-SMMHC FRET 1, m-calpain inh 10, p47phox inh 1, Runt-CBFb FRET -3, EBV gp42 inh 9 and Tb hexokinase -2.
N#C/C(=C\c1ccc([N+](=O)[O-])cc1)c1nc(C2CC2)cs1 was read as p97 inhibitor 2, Furin inh -13, RBBP9 inh 2, Runt-SMMHC FRET -58, m-calpain inh 28, p47phox inh -8, Runt-CBFb FRET -29, EBV gp42 inh -13 and Tb hexokinase 26.
NC(=S)N/N=C/c1c(O)ccc2ccccc12 was read as p97 inhibitor 7, Furin inh -13, RBBP9 inh 9, Runt-SMMHC FRET 31, m-calpain inh -1, p47phox inh -9, Runt-CBFb FRET 24, EBV gp42 inh -21 and Tb hexokinase -18.
Screening COc1cc(CC(=O)OCC(=O)Nc2cc([N+](=O)[O-])ccc2F)cc(OC)c1OC returned p97 inhibitor 9, Furin inh -22, RBBP9 inh -11, Runt-SMMHC FRET -6, m-calpain inh 5, p47phox inh 2, Runt-CBFb FRET 0, EBV gp42 inh 0 and Tb hexokinase 2.
For CC(CNC(=O)c1cc(Cl)ccc1[N+](=O)[O-])NC(=O)c1cc(Cl)ccc1[N+](=O)[O-] (centres undefined) the results were p97 inhibitor 2, Furin inh -7[20 µM], RBBP9 inh 3, Runt-SMMHC FRET -2, m-calpain inh 7, p47phox inh 0, Runt-CBFb FRET 0, EBV gp42 inh -17 and Tb hexokinase 0.
`COc1ccc(-c2csc(NC(=O)CSc3ccc(Br)cc3)n2)c(OC)c1` gave p97 inhibitor 6, Furin inh -16, RBBP9 inh -3, Runt-SMMHC FRET 1, m-calpain inh -22, p47phox inh -12, Runt-CBFb FRET 1, EBV gp42 inh 2 and Tb hexokinase -7.

Source: PubChem BioAssay (several laboratories)
